Sm TGR inh = S. mansoni TGR enzyme inhibition; purified TGR, DTNB reduction, TNB absorbance 405 nm; Potency, µM (series often up to 114 µM), for inactives: at the top dose activity change, negative = inhibition, usual class: inhibitors; actives 3% (n = 360,000); AID 485364; active = well fitted inhibition curve with a large enough effect; inconclusive = small, poorly fitted or top-dose-only effect; inactive = no such curve, though single readings can be large or run the other way; also: nearly all actives have a fitted effect of over 60% in size
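First, TGR (20 nM dispensed) and NADPH were mixed with compound. Second, a 15 min room-temperature incubation followed. Third, further NADPH and then DTNB were added to start the reaction. Finally, TNB absorbance was monitored kinetically.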
* marks the source's active call; other numbers are inactive results; ? = inconclusive. % is scaled to controls: 0 for no effect and ±100 for the full control effect; potency is read from the fitted curve at half-maximal effect. A portion of the library; count on the stated rates, not on these rows.

Start of the listing, in advance, 17 compounds:
SMILES | Sm TGR inh
COCCCNC(=O)CCc1c(C)nc2cc(-c3ccc(Cl)cc3)nn2c1C | 2%
O=C(O)c1ccc(NC(=O)c2ccc(Br)c(S(=O)(=O)N3CCCC3)c2)cc1 | -2%
CC(C)c1ccc(S(=O)(=O)N2CCN(Cc3cccc(F)c3)CC2)cc1 | ?
COC(=O)c1c(-c2ccc(Cl)cc2)noc1N1CCN(c2ccccc2OC)CC1 | 3%
Cc1ccc(C)c(NC(=O)c2cnc3sc(N4CCOCC4)nn3c2=O)c1 | -1%
O=C(Nc1ccc(-c2cc(C(F)(F)F)nn2-c2ccccc2)cc1)c1cccc(F)c1 | 11%
COc1ccc(NC(=O)c2c(NCc3ccc(C)o3)sc3c2CCC(C)C3)c(OC)c1 (stereo unspecified) | 28µM*
Cc1ccccc1C(=O)Nc1nnc(S(=O)(=O)N2CCc3ccccc32)s1 | 2%
COc1ccc(OCC(=O)Nc2c(C(=O)N3CCN(c4ccccc4)CC3)oc3ccccc23)cc1 | -6%
Cc1cccc(NC(=O)CN2C(=O)c3cccnc3Oc3ccc(Cl)cc32)c1C | 3%
Cc1ccc(S(=O)(=O)Cc2ccc(C(=O)NCCc3ccc(Cl)cc3)o2)cc1 | 6%
Cc1ccc(C(=O)NCC(c2cccnc2)N2CCc3ccccc32)cc1C (stereo unspecified) | -2%
CCOc1ccc(C(=O)Nc2cc(-c3nc4ccccc4s3)ccc2OC)cc1 | 22%
COc1ccc(N2CCN(CC(O)COc3ccc(C(C)(C)C)cc3)CC2)cc1 (stereo unspecified) | -1%
Cc1c(C(=O)OCc2ccccc2)[nH]c2c1C(=O)CC(c1ccc(N(C)C)cc1)C2 (stereo unspecified) | -3%
Cc1cccc2cc(CN(C(=O)c3cccc(Cl)c3)c3ccccc3)c(=O)[nH]c12 | 21%
CCC(=O)N1c2ccccc2CC1C(=O)NCc1ccccc1C (stereo unspecified) | -3%

The listing, from the start:
SMILES | Sm TGR inh
COCCCNC(=O)CCc1c(C)nc2cc(-c3ccc(Cl)cc3)nn2c1C | 2%
O=C(O)c1ccc(NC(=O)c2ccc(Br)c(S(=O)(=O)N3CCCC3)c2)cc1 | -2%
CC(C)c1ccc(S(=O)(=O)N2CCN(Cc3cccc(F)c3)CC2)cc1 | ?
COC(=O)c1c(-c2ccc(Cl)cc2)noc1N1CCN(c2ccccc2OC)CC1 | 3%
Cc1ccc(C)c(NC(=O)c2cnc3sc(N4CCOCC4)nn3c2=O)c1 | -1%
O=C(Nc1ccc(-c2cc(C(F)(F)F)nn2-c2ccccc2)cc1)c1cccc(F)c1 | 11%
COc1ccc(NC(=O)c2c(NCc3ccc(C)o3)sc3c2CCC(C)C3)c(OC)c1 (stereo unspecified) | 28µM*
Cc1ccccc1C(=O)Nc1nnc(S(=O)(=O)N2CCc3ccccc32)s1 | 2%
COc1ccc(OCC(=O)Nc2c(C(=O)N3CCN(c4ccccc4)CC3)oc3ccccc23)cc1 | -6%
Cc1cccc(NC(=O)CN2C(=O)c3cccnc3Oc3ccc(Cl)cc32)c1C | 3%
Cc1ccc(S(=O)(=O)Cc2ccc(C(=O)NCCc3ccc(Cl)cc3)o2)cc1 | 6%
Cc1ccc(C(=O)NCC(c2cccnc2)N2CCc3ccccc32)cc1C (stereo unspecified) | -2%
CCOc1ccc(C(=O)Nc2cc(-c3nc4ccccc4s3)ccc2OC)cc1 | 22%
COc1ccc(N2CCN(CC(O)COc3ccc(C(C)(C)C)cc3)CC2)cc1 (stereo unspecified) | -1%
Cc1c(C(=O)OCc2ccccc2)[nH]c2c1C(=O)CC(c1ccc(N(C)C)cc1)C2 (stereo unspecified) | -3%
Cc1cccc2cc(CN(C(=O)c3cccc(Cl)c3)c3ccccc3)c(=O)[nH]c12 | 21%
CCC(=O)N1c2ccccc2CC1C(=O)NCc1ccccc1C (stereo unspecified) | -3%
Cc1nc2ccc(S(=O)(=O)N(C)CC(=O)Nc3ccc(Br)c(C)c3)cc2s1 | 0%
Cc1ccc(CNC(=O)c2sc3nc[nH]c(=O)c3c2C)cc1 | 1%
CCCOc1ccc(C(=O)Nc2nonc2-c2ccc(OCC)cc2)cc1 | -4%
Cc1cccc(Cc2cnc(NC(=O)C3Cc4ccc(C)cc4C(=O)O3)s2)c1 (stereo unspecified) | 2%
Cc1ccc(NC(=O)CCC(=O)N2CCSc3ccccc32)cc1 | 1%
CCCn1c2ccccc2c2cnn(CC(=O)NCCc3cc(OC)ccc3OC)c(=O)c21 | -2%
Cc1nc2sc(C(N)=O)c(N)c2c(-c2ccc(Br)cc2)c1C(=O)Nc1ccc(Cl)cc1 | 1%
CCOC(=O)c1cccc(NC(=O)C(CC(C)C)N2Cc3ccccc3C2=O)c1 (stereo unspecified) | 7%
CN(C(=O)c1ccc2c(c1)N(Cc1ccccc1F)C(=O)c1ccccc1S2(=O)=O)C1CCCCC1 | 0%
CCC(C)NC(=O)c1cccc(NC(=O)c2nsc3ccccc23)c1 (stereo unspecified) | 1%
Cc1cccc(-c2nc3c(cnn3-c3ccccc3)c(=O)n2-c2ccc(Cl)cc2)c1 | 9%
O=C(CN1C(=O)C2CCCCN2c2ccc(C(=O)N3CCCC3)cc21)NCc1ccccc1F (stereo unspecified) | -11%
COc1cc(C2Oc3nc(SC)nnc3-c3ccccc3N2C(C)=O)cc(Cl)c1OC (stereo unspecified) | 1%
COC(=O)c1c(C)oc2ccc(N(C(=O)c3ccncc3)S(=O)(=O)c3c(C)cc(C)cc3C)cc12 | -6%
COc1ccc(-c2cc(C(F)(F)F)n3ncc(-c4ccccc4)c3n2)cc1 | 5%
CCc1cnc2c(c1SCC(=O)c1ccc(OC)cc1)c(=O)n(C)c(=O)n2C | 2%
Cc1ccc(N(C)S(=O)(=O)c2ccc3[nH]cc(C(=O)O)c(=O)c3c2)cc1C | -7%
COC(=O)c1sc(NC(=O)/C=C/c2ccc(OC)c(OC)c2)c(C(=O)OC)c1C | 1%
O=C(Nc1noc2ccccc12)c1ccc(F)cc1 | -2%
O=C(Nc1ccc2nc(SCC(=O)N3CCCC3)sc2c1)c1cccc(Cl)c1 | 2%
Cc1cc(C)c(NC(=O)Cn2c(=O)n(CC(=O)NCc3ccccc3Cl)c(=O)c3sccc32)c(C)c1 | 6%
CCN(CC)CCOC(=O)c1ccc(Nc2c3c(nc4ccccc24)CCC3)cc1 | -2%
CCCSc1ncnc2c1c(-c1ccccc1)cn2-c1ccccc1OC | -4%
Cc1ccc2nc(Cl)c3cc(C(=O)N4CCCC(C)C4)sc3c2c1 (stereo unspecified) | 5%
CCOc1ccc(C(=O)N2CCCCC2CCN2CCOCC2)cc1 (stereo unspecified) | -5%
COc1ccccc1CNC(=O)c1cnc2sc(N3CCOCC3)nn2c1=O | 3%
O=C(Nc1cccc(C(F)(F)F)c1)c1ccc2c(c1)nnn2C1CCCC1 | 12%
COC(=O)c1scc(-c2ccccc2)c1S(=O)(=O)Nc1ccc(C)c(Cl)c1 | 5%
CCOc1ccc(CC(=O)Nc2cccc(-c3nc4cccnc4s3)c2C)cc1 | -1%
COc1ccc(NCc2cc3cc4c(cc3n(CC(=O)Nc3ccc(C)cc3C)c2=O)OCO4)cc1 | -8%
Cc1ccc(NC(=O)Cn2c(=O)cc(-c3ccccc3)c3c(C)nn(C)c32)c(Cl)c1 | 1%
Cc1ccccc1/C=C(\C#N)c1nc(-c2ccc(Cl)cc2)cs1 | 11%
COc1ccc(N2CCN(CCCNC(=O)c3cc(Nc4ccc(OC)cc4OC)nc4ccccc34)CC2)cc1 | -4%

Next part.
SMILES | Sm TGR inh
CCc1ccccc1NC(=O)c1ccc(F)c(S(=O)(=O)N2CCN(c3ccccc3OC)CC2)c1 | -4%
O=C(CSc1nc2c([nH]c3ccccc32)c(=O)n1-c1ccc(F)cc1)Nc1ccc2c(c1)OCO2 | 6%
Cc1cc2nc(-c3cccc(NC(=O)COc4ccc(Cl)c(C)c4)c3)oc2cc1C | 12%
CCOc1ccc(CCNC(=O)c2cn(C)c3ccc(S(=O)(=O)N4CCCCC4)cc3c2=O)cc1OCC | 5%
O=c1oc2ccccc2cc1-c1cn2cc(Cc3ccc(Br)cc3)sc2n1 | 5%
CCOc1ccccc1-c1noc(CSc2nnc(-c3ccncc3)n2-c2ccc(F)cc2)n1 | 0%
Cc1ccc(Cl)cc1NC(=O)C(C)n1nc(-c2ccccc2)ccc1=O (stereo unspecified) | -5%
CC1CCN(S(=O)(=O)c2ccc3c(c2)CCN3C(=O)Nc2ccccc2Br)CC1 | 16%
Clc1ccc2c(c1)-n1cc(-c3ccccc3)nc1CO2 | -9%
CCN1C(=O)C(Cc2nc3ccccc3c(=O)n2-c2cccc(C)c2)c2ccccc21 (stereo unspecified) | -3%
Cc1ccc(Cl)cc1N1CCN(CCCNC(=O)C2COc3ccccc3C2)CC1 (stereo unspecified) | -15%
O=C(Nc1nnc(S(=O)(=O)N2CCCc3ccccc32)s1)c1cccc(F)c1 | 26%
COc1ccc(Cl)cc1NC(=O)c1cc(S(=O)(=O)N2CCC(C)CC2)cn1C | 1%
COc1ccc(-c2cc(OC(=O)c3ccccc3)c3c(C)oc(C)c3c(=O)c2)cc1OC | ?
Cc1ccc(CNc2ncnc3c2cnn3-c2ccc(Cl)cc2)cc1 | -5%
CCOC(=O)C1CCN(C(=O)C2CCN(C3=NS(=O)(=O)C(c4ccc(C)c(C)c4)=C3C)CC2)CC1 | 11%
CN(C)C1(CNC(=O)COc2cccc(Cl)c2)CCCCC1 | -4%
CC(C)c1ccc(C(=O)Nc2cc(-c3ccccc3F)nn2-c2ccccc2)cc1 | 0%
COc1ccc(-n2nc(C(=O)NCc3ccc(F)cc3Cl)c3c4ccccc4n(C)c3c2=O)cc1Cl | -3%
COCCN(CCOC)c1ncnc2c1c(-c1ccccc1)cn2-c1ccc(C)c(Cl)c1 | -6%
CCOC(=O)c1c(S(=O)(=O)NCC(=O)Nc2ccc(F)cc2C)c(C)n(C)c1C | 5%
COc1ccccc1C(=O)NCC(c1ccc(N(C)C)cc1)N1CCc2ccccc21 (stereo unspecified) | 2%
CCc1ccc(C(=O)c2cn(CC(=O)Nc3ccc(Cl)cc3)c3cc4c(cc3c2=O)OCO4)cc1 | -1%
Cc1cccc(-c2nn3c(=O)cc(CN4CCN(C(=O)/C=C/c5ccccc5)CC4)nc3s2)c1 | -8%
Nc1nc(Nc2ccccc2F)sc1C(=O)c1ccc(Cl)cc1 | 11%
CCOc1ccccc1CNC(=O)C1CCN(Cc2cc3ccccc3n2Cc2ccccc2)CC1 | 13%
CC1Cc2cc(S(=O)(=O)CCC(=O)Nc3ccc(Cl)cc3F)ccc2N1C(=O)C1CC1 (stereo unspecified) | -1%
O=C(Nc1ccc(Cl)c(-c2nc3cc(Cl)ccc3o2)c1)c1cc2ccccc2o1 | -1%
Cc1cccc(N2CCN(C(=O)Cn3nc(Cc4cccnc4)c4ccccc4c3=O)CC2)c1C | 3%
O=C(CN(c1cc(C(F)(F)F)ccc1Cl)S(=O)(=O)c1ccccc1)NCCc1ccccc1 | 12%
Cc1ccc2c(c1)C(C)(c1ccccc1)CC(C)(C)N2C(=O)c1ccc(F)cc1 (stereo unspecified) | -6%
CCOc1ccc(-c2ncnn2-c2sc3c(c2C#N)CCCCC3)cc1 | -4%
O=C(Nc1cccc(C(F)(F)F)c1)c1cc(-c2ccc3c(c2)OCCO3)on1 | -1%
CCOc1ccccc1C(=O)N(Cc1cc(OC)c(OC)c(OC)c1)c1ccccn1 | 5%
Cc1cccc(NC(=O)Cn2c(=O)n(Cc3ccc(C(=O)NCc4ccc5c(c4)OCO5)cc3)c(=O)c3ccccc32)c1 | -2%
CC(C)(C)OC(=O)N1CCC(c2c(C(=O)N3CCN(c4ccccn4)CC3)cnn2-c2cccc(F)c2)CC1 | 4%
Oc1c(C(c2ccc(F)cc2)N2CCOCC2)sc2nc(-c3ccco3)nn12 (stereo unspecified) | 8%
CCOc1ccc(C(=O)c2cn(Cc3ccccc3)c3c(F)cc(F)cc3c2=O)cc1 | 1%
Cc1ccc(C(=O)N2CCc3cc(CNC(=O)c4ccnn4C)ccc32)cc1 | 0%
COc1cc(Cl)c(NC(=O)c2cc(S(=O)(=O)N3CCOCC3)cn2C)c(OC)c1 | -12%

2 entries drawn at random from the list so far:
SMILES | Sm TGR inh
CCOc1ccc(-c2ncnn2-c2sc3c(c2C#N)CCCCC3)cc1 | -4%
COc1cc(Cl)c(NC(=O)c2cc(S(=O)(=O)N3CCOCC3)cn2C)c(OC)c1 | -12%

Later entries:
SMILES | Sm TGR inh
Cc1cccc(NC2=CC(c3cccc(Br)c3)N(c3cccc(C)c3)C2=O)c1 (stereo unspecified) | ?
Cc1cc(C)n(-c2nc3cc(Cl)ccc3nc2Nc2ccc(C)c(F)c2)n1 | 13%
NS(=O)(=O)c1ccc(NC(=O)CN2C(=O)COc3ccc(Cl)cc32)cc1 | -10%
Cc1ccccc1-c1noc(CSc2nnc(-c3ccncc3)n2-c2ccc(F)cc2)n1 | -2%
O=C(Cc1ccc(NC(=O)N2CCSc3ncccc32)cc1)NCCc1ccccc1 | -13%
Cc1ccccc1Nc1c(-c2cccc(O)c2)nc2ccc(Br)cn12 | 1%
Cc1ccc2c(c1)c(=O)c1ccccc1n2CCCC(=O)Nc1ccc(C)c(C)c1 | -10%
COc1ccc(-c2cc(C(=O)Oc3ccccc3)c3cc(C)ccc3n2)cc1 | 6%
CCc1ccc(CNC(=O)c2cc3c(=O)oc4ccc(C)cc4c3s2)cc1 | 1%
CCOC(=O)c1cccc(NC(=O)CCS(=O)(=O)c2ccc3c(c2)CCN3C(=O)CC)c1 | -24%
Cc1cc(OCC(=O)Nc2sc3c(c2C(N)=O)CCCC3)ccc1C(C)C | 1%
CCCN(C(=O)c1cc2c(=O)oc3ccccc3c2s1)c1cccc(Cl)c1 | 3%
Cc1ccc2c(c1)NC(=O)C(CC(=O)Nc1ccccc1Cl)O2 (stereo unspecified) | -1%
Cc1cccc(C2CC(=O)Oc3c2c(=O)oc2ccccc32)c1 (stereo unspecified) | 0%
COc1ccc(CNC(=O)C2CCN(C(=O)N3CCOc4ccc(Cl)cc43)CC2)cc1 | -8%
Cc1ccc(NC(=O)/C=C/c2ccc(C)o2)c(C)c1 | 7.9µM*

Screens: PubChem, National Center for Advancing Translational Sciences (NCATS)
